N370S GC mod: inhibits or activates N370S mutant glucocerebrosidase; N370S GC spleen homogenate, 4MU-glucoside fluorescence; Potency, µM (top dose mostly 59.4 µM), without a hit: top-dose activity change, negative = inhibition, usual class: inhibitors; actives 0.092% (n = 330,000); AID 2101;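 further: 0% = full enzyme activity and -100% = no enzyme basal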
DT40 TDP1 no CPT: qHTS for Inhibitors of human tyrosyl-DNA phosphodiesterase 1 (TDP1): qHTS in cells in absence of CPT; Potency, µM (doses to about 46.2 µM), for inactives: at the top dose activity change, negative = growth inhibition, actives largely listed as inhibitors; actives 15% (n = 420,000); DT40 Tdp1-/- hTDP1 cells, no CPT, ATP luminescence, 48 h; further: nearly all actives have a fitted effect of over 55% in size
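Seeded 400 DT40-hTDP1 cells/well (vehicle DMSO, no 20 nM CPT); pinned compounds; ≥48 hr at 37 °C; CellTiter-Glo luminescence as viability measure.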
TDP1 inh: TDP1 (human) enzyme inhibition. Q9NUW8. recombinant TDP1, AlphaScreen DNA substrate cleavage. Potency, µM (highest dose often 130 µM), for inactives: at the highest dose activity change, negative = inhibition, usual class: inhibitors. actives 0.28% (n = 350,000). AID 485290; further: nearly all actives have a fitted effect of over 40% in size
Target sequence (Q9NUW8 whole entry, looked up): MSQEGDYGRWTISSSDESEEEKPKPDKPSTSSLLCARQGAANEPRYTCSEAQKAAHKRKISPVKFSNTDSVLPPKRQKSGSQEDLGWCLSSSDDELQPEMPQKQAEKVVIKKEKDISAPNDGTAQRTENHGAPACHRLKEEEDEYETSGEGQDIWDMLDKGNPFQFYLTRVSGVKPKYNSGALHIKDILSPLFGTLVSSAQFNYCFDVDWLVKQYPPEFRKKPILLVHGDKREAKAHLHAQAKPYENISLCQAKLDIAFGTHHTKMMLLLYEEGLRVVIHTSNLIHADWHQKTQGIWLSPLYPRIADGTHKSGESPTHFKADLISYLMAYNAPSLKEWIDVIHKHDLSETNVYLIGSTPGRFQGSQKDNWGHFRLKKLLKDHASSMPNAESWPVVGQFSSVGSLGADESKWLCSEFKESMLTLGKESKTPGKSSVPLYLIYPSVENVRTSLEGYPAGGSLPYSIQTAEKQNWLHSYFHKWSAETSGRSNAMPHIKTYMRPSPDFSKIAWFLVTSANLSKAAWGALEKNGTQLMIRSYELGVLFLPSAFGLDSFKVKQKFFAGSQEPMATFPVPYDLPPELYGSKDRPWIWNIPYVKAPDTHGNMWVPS
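Tdp1 1 nM final; 15 min RT w/ cpd; substrate 15 nM, 5 min; beads 10 ug/ml, 10 min; AlphaScreen read. Neg ctrl: no enzyme.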
Numbers without * were called inactive; ? = inconclusive; nt = no result given; & = joins results of further samples; [ ] = remark or other dose. The call rests on the fitted dose curve; in most records, active means well fitted curve in the direction sought with a large enough effect; inconclusive means small, poorly fitted or top-dose-only effect, or another doubt; inactive means no such curve, though single readings can be large; an effect the other way counts as inactive or inconclusive. Unless noted, on the % scale 0 is the no-effect control and ±100 the full control effect; potency means the concentration at half of the fitted maximal effect. An excerpt, so the mix of outcomes need not match the whole.

#1 O=C(NC(=S)NCc1ccncc1)c1ccccc1
#2 O=C(CCNC(=O)c1ccco1)NCc1ccc(C(=O)O)cc1
#3 CCn1c(C)nc2cc(OC)ccc21
#4 CN(CC1CCCO1)S(=O)(=O)c1ccc(C(=O)Nc2nccs2)cc1 (stereo not drawn)
#5 Cc1c(C(=O)NCCCN2CCCC2=O)oc2c(Cl)cccc12
#6 COc1cc(NC(N)=S)c(OC)cc1Cl
#7 O=Cc1cccc(Oc2ccc([N+](=O)[O-])cc2[N+](=O)[O-])c1
#8 COc1ccc(C(=O)NCc2nnc(SCC(=O)N3CCOCC3)o2)cc1
#9 CN(C)c1ccc(NC(=O)CSc2nnc(-c3cnccn3)n2C)cc1
#10 O=C(CNC(=O)c1ccccc1F)NCc1cccnc1

assay / compound | 1 | 2 | 3 | 4 | 5 | 6 | 7 | 8 | 9 | 10
N370S GC mod | 0% | nt | 5% | -7% | 0% | 6% | 2% | 6% | -1% | -2%
DT40 TDP1 no CPT | ? | -9% | -25% | ? | -27% | -25% | 7.3µM* | 3% | 16% | 6%
TDP1 inh | 0% | 1% | ? | -1% | 1% | 1% | 5% | -5% | 5%[56.1 µM] | nt

#11 CC(=N\NC(=O)c1cc(Br)ccc1O)/C(=N/O)C(=O)Nc1ccccc1
#12 Cc1ccc2c(c1)C(c1ccccc1)N(C(=O)c1ccccc1)CC(=O)N2 (stereo not drawn)
#13 O=C1N=C(N2CCCC2)S/C1=C\C=C\c1ccccc1
#14 C[n+]1cccc(C2C(C#N)=C(N)Oc3c2ccc2ccccc32)c1 (stereo not drawn)
#15 Cc1ccccc1Nc1oc(-c2ccccc2)nc1-c1ccccc1
#16 O=C(CCc1ccccn1)NC1CCCc2c1cnn2-c1ccc(F)cc1F (stereo not drawn)
#17 CC(=O)Oc1ccc(-c2cccc(C(=O)N3CCCCC3)c2)cc1
#18 COc1ccc2c(CNCCc3cccs3)c(C(=O)O)n(Cc3cccc(F)c3)c2c1
#19 CCC(=O)C1=C(c2ccc(C)cc2)N(C(=O)CC)n2c(nnc2C2CCCCC2)S1
#20 COC(=O)c1cccc(C(=O)N2CCC(CO)(CCc3ccccc3)CC2)c1

assay / compound | 11 | 12 | 13 | 14 | 15 | 16 | 17 | 18 | 19 | 20
N370S GC mod | 0% | 3% | 3% | -9% | 7% | -9% | -5% | nt | nt | -5%
DT40 TDP1 no CPT | ? | ? | -28% | ? | nt | ? | ? | ? | 26µM* | -3%
TDP1 inh | 5% | nt | nt | nt | 11% | 5% | 1% | 6% | 0% | nt

#21 Cc1ccc(NC(=O)COC(=O)c2ccc3c(c2)OCCO3)cc1
#22 O=C(Nc1cccc2ccccc12)NC1Cc2ccccc2C1
#23 CC1(C)C=C(c2ccc(O)cc2)CC(C)(C)N1
#24 CC(C)Cn1cc(Cl)c(=O)n(CC(C)C)c1=O
#25 Cn1c(SCc2ccc3c(c2)OCO3)nnc1-c1ccccc1
#26 COc1cccc(NC(=O)CSCn2nnc3c(=O)[nH]c(Cc4ccc(F)cc4)nc32)c1
#27 COC(=O)c1ccc(NC(=O)CCc2c(C)nn(-c3ccc(N4CCCCC4)nn3)c2C)cc1
#28 Cc1ccc(C)n1-c1ccc(N(C)C)cc1
#29 O=C(O)c1cccc(C(=O)c2cccc(C(=O)O)c2)c1
#30 COc1cc(C(=O)Oc2cccc(/C=N/NC(=O)c3cc(C)[nH]n3)c2)cc(OC)c1OC

assay / compound | 21 | 22 | 23 | 24 | 25 | 26 | 27 | 28 | 29 | 30
N370S GC mod | nt | -6% | 10% | 4% | 4% | nt | nt | -23% | -4% | -9%
DT40 TDP1 no CPT | -19% | 11% | -7% | 15% | ? | 4.1µM* | ? | 29µM* | -9% | 21µM*
TDP1 inh | 0% | -3% | 4% | -2% | 1% | 5% | 7% | 11% | 0% | -8%

#31 COc1ccc(N(CC(=O)N/N=C/c2cc3ccc(OC)cc3nc2Cl)S(=O)(=O)c2ccccc2)cc1
#32 CCC(C(=O)N1CCN(c2ccccc2OC)CC1)c1ccccc1 (stereo not drawn)
#33 CC(=O)Nc1nnc(CSCc2ccc(F)cc2)s1
#34 CCCCCCn1c(O)c(/C=C2\C=NN=C2c2ccccc2)sc1=S
#35 O=C(CC1C(=O)NCCN1CC1CCCCC1)NCc1ccc(F)cc1F (stereo not drawn)
#36 CC(=O)S[C@H]1CC2=CC(=O)CC[C@@]2(C)[C@H]2CC[C@@]3(C)[C@H](CC[C@]34CCC(=O)O4)[C@@H]12
#37 Cc1cccn2c(=O)c(C(=O)NCCc3ccc(Cl)cc3)cnc12
#38 O=C(NNC(=O)c1ccc[nH]1)c1cccc(C(F)(F)F)c1
#39 Cc1ccc(CCNC(=O)C2CCCN(S(=O)(=O)c3cnc[nH]3)C2)cc1 (stereo not drawn)
#40 N#CC(C#N)=C(N)/C(C#N)=C/c1ccc2[nH]ccc2c1

assay / compound | 31 | 32 | 33 | 34 | 35 | 36 | 37 | 38 | 39 | 40
N370S GC mod | -1% | 2% | -23% | 4% | 6% | 7%[21.6 µM] | nt | 0% | -4% | -4%&10%
DT40 TDP1 no CPT | nt | ? | -7% | 23µM* | -18% | nt | -21% | 2% | 2% | ?
TDP1 inh | 3% | -1% | 1% | 0% | 3% | 14%[21 µM] | -4% | 3% | 5% | 7%&6%

#41 C=C(C)C(=O)O[C@H]1C/C(C)=C\C(=O)/C=C(\C)[C@H](O)[C@@H]2OC(=O)C(=C)[C@@H]21
#42 CCCc1[nH]c(=O)c(C#N)c2c1CCCC2
#43 CCOc1ccc(S(=O)(=O)NCc2cccn2Cc2cccc(C)c2)cc1
#44 O=S(=O)(c1ccc(F)cc1)N1CCN(Cc2nnc(-c3ccccc3)o2)CC1
#45 CCc1ccc(Nc2ncnc3c2cnn3-c2cc(Cl)ccc2C)cc1
#46 CCN1CCN(c2ccc(S(=O)(=O)N3CCCCC3)cc2NC(=O)/C=C/c2cccc(OC)c2OC)CC1
#47 C/C(=C\C(=O)Nc1cscc1C)C(=O)O
#48 CN1CCN(C(=O)C2CCN(S(=O)(=O)c3cnc[nH]3)CC2)CC1
#49 Cn1c(SCc2ccccc2Cl)nc(C(F)(F)F)cc1=O
#50 COc1ccc2c3c(c(=O)oc2c1OCC(=O)C(C)(C)C)CCCC3

assay / compound | 41 | 42 | 43 | 44 | 45 | 46 | 47 | 48 | 49 | 50
N370S GC mod | -12% | 5% | nt | nt | nt | ? | 2% | -1% | 6% | ?
DT40 TDP1 no CPT | 1.2µM* | -10% | ? | ? | -81% | 16µM* | 1% | -18% | -20% | ?
TDP1 inh | ? | 1% | 9% | 2% | 3% | 6%[56.1 µM] | 1% | 5% | 2% | 4%

#51 O=C(N/C(=C\c1ccco1)C(=O)N1CCCC1CO)c1ccccc1 (stereo not drawn)
#52 CCc1ccccc1NC(=S)N1CCC(NC(=O)c2ccc(OC)cc2)CC1
#53 Cc1nc2sc3c(c2c(=N)n1N)CCCC3
#54 Cc1cccc2c1CC(C)(C)N=C2C1=C(O)CC(C)(C)CC1=O
#55 Cc1nccn1CCC(=O)Nc1ccc(Cl)cc1
#56 CC1CCN(C(=O)CCC(=O)Nc2nnc(C3CCCCC3)s2)CC1
#57 O=C(O)c1cc([N+](=O)[O-])ccc1N1CCCCC1
#58 COc1ccc(C(=O)/C=C(\C)Nc2ccc(NC(C)=O)cc2)cc1
#59 O=C(O)c1cncc(C#Cc2ccccc2)c1
#60 O=C(/C=C/c1cccc(Cl)c1)NCCc1ccccc1

assay / compound | 51 | 52 | 53 | 54 | 55 | 56 | 57 | 58 | 59 | 60
N370S GC mod | -7% | 18% | 10% | 3% | -4% | 6% | 2% | 1% | -1% | 27%
DT40 TDP1 no CPT | -1% | -21% | -30% | -3% | -1% | -2% | -6% | -17% | -8% | -3%
TDP1 inh | nt | 1% | 4% | 5% | 3% | 0% | 1% | 0% | nt | -3%

#61 Cc1cc2[nH]c3ccccc3c2cn1
#62 CCC(=O)Nc1nc2ccc(NC(=O)COc3ccccc3)cc2s1
#63 CCC(Sc1nc(-c2ccccc2)cc(=O)[nH]1)C(=O)O (stereo not drawn)
#64 N#Cc1c(Nc2ccccc2)c(C=O)c[nH]c1=O
#65 Cc1ccc(C(=O)CCC(=O)N(C)CC(=O)Nc2ccccc2Br)cc1
#66 CCCOCC(O)CCc1n[nH]c(=S)n1-c1ccccc1 (stereo not drawn)
#67 COc1cc2c(cc1OC)C1N(CC2)C(=O)CCC12C(=O)CCCC2=O (stereo not drawn)
#68 CC1(C)CC(=O)C(C=N)=C(O)C1
#69 COc1ccccc1NC(=S)N1CCN(c2nc(-c3ccccc3)cs2)CC1
#70 Nc1c(N(Cc2ccccc2)C(=O)CCc2ccccc2)c(=O)[nH]c(=O)n1Cc1ccccc1

assay / compound | 61 | 62 | 63 | 64 | 65 | 66 | 67 | 68 | 69 | 70
N370S GC mod | 3% | -6% | -6% | -10% | -2% | 7% | ? | -4% | -2% | nt
DT40 TDP1 no CPT | ? | 13% | -4% | 3% | -8% | -2% | -4%[9.04 µM] | 2% | 16µM* | -29%
TDP1 inh | 3% | 1% | 2% | nt | 2% | nt | 9% | 1% | 6% | 2%

#71 CCCCCCCCCCCCCCCCn1cc[n+](Cc2ccccc2)c1C
#72 Cc1cccc(-n2nc(C(=O)c3ccco3)cc(-c3nc4ccccc4[nH]3)c2=N)c1
#73 CCc1cc2c(N3CCN(c4nnc(CC)s4)CC3)ncnc2s1
#74 O=C(NC(Cc1ccccc1)C(=O)O)/C(=C/c1ccccc1)NC(=O)c1ccc(Br)o1 (stereo not drawn)
#75 O=C(/C=C/c1ccc(F)cc1)NC(=S)N1CCCCC1c1cccnc1 (stereo not drawn)
#76 COc1ccccc1C(=O)N/N=C(\C)CC(=O)Nc1ccc(Nc2ccccc2)cc1
#77 N#C/C(C(=O)c1ccccc1)=C1/SC=C(N)N1c1ccccc1
#78 COc1ccc(S(=O)(=O)Nc2nc3ccccc3nc2NCc2ccc3c(c2)OCO3)cc1
#79 Cc1ccc(N2CCN(c3ccc(NC(=O)CCC(=O)O)cc3)CC2)cc1
#80 Cc1c(NC(=O)C(=O)N/N=C/c2cccs2)c(=O)n(-c2ccccc2)n1C

assay / compound | 71 | 72 | 73 | 74 | 75 | 76 | 77 | 78 | 79 | 80
N370S GC mod | -5% | -7% | 11% | -11% | 9% | -4% | -13% | 9% | -1% | -7%
DT40 TDP1 no CPT | nt | 8.2µM* | 8.2µM* | 15% | -15% | ? | nt | -22% | -1% | -9%
TDP1 inh | 2% | 11% | 3% | ? | 2% | nt | 7% | 3% | 0% | nt

#81 CC1=C(Cl)C2=NS(=O)(=O)CCN2C=C1Cl
#82 CCOc1cc(/C=N\NC(N)=O)cc(Br)c1OC(C)C
#83 CC(=O)Nc1ccc(-n2nnnc2SCC(=O)Nc2cccc(NC(=O)c3ccco3)c2)cc1
#84 O=C(CN1C(=O)/C(=C/c2ccccc2F)Sc2ccccc21)NCC1CCCO1 (stereo not drawn)

assay / compound | 81 | 82 | 83 | 84
N370S GC mod | 14% | -7% | -4% | ?
DT40 TDP1 no CPT | -14% | ? | -1% | ?
TDP1 inh | 4% | 4% | nt | 0%
